Yeast growth inh – growth inhibitors of yeast BB579 in restrictive medium, primary screen, yeast lifespan-shortening project, S. cerevisiae; OD615, 48 h; inhibition, % at 10 µM; 0.51% of 140,000 active; AID 804, 2007;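 active = inhibition above a set limit, 3 SD over the mean compound inhibition, cut at about 44% in these data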; note: inactives centre near -24
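controls = amphotericin B 10 µg/mL, positive | assay system = DeaD yeast strain BB579 | schedule = 48 h compound exposure at 30 °C after 4 h preincubation | detection = OD615 turbidity measurement | medium = restrictive CSMM-D medium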
E-sel TNF inh – E-selectin induction blockers in HUVEC – imaging, immunofluorescence, high content, primary screen. HUVEC TNFa-induced E-selectin immunofluorescence. inhibition, % at 2 µM. 0.71% of 120,000 active. AID 1246, 2008;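 active = inhibition above the batch mean plus 3 SD, and confirmed as a hit on visual image review, cut at about 43% in these data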;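 note: 0% = TNF-stimulated DMSO wells and 100% = unstimulated control wells; not every result past the cut was called active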
Yeast lifespan up – compounds extending yeast replicative lifespan, primary screen, S. cerevisiae, OD615. S. cerevisiae growth with nicotinamide; deaD strain in restrictive glucose medium. inhibition of the nicotinamide effect, % at 10 µM. 0.68% of 130,000 active;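 active = inhibition above a set limit, placed 3 SD over the median of all compounds, cut at about 26% in these data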;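 note: 0% = nicotinamide-treated wells and 100% = cells grown without nicotinamide; some compounds called inactive have numbers as strong as hits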
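assay system = DeaD-strain S. cerevisiae | buffer or medium = restrictive glucose medium | reagent = 1.5 mM nicotinamide | compound = 10 µM single point, 0.25% DMSO | incubation = 48 h compound exposure at 30 °C, humidified | signal = OD615 measurement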
bCat KO growth – primary screen for growth suppressors in beta-catenin knockout HCT116 cells (colon tumor, human) | HCT116 beta-catenin knockout viability, CellTiter-Glo, 60 h; stronger effect = lower value | viability, % at 10 µM | 1.5% of 140,000 active;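 active = viability at or under a set limit, the compound median less 4 SD, cut at about 6% in these data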;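 note: 0% = Hyamine 1622 control at 20 µM and 100% = untreated cell control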
HCT116 PTEN-null – growth suppression of PTEN-null HCT116, primary screen, cell-based, CellTiter-Glo. HCT116 PTEN-null viability, 60 h; stronger effect = lower value. viability, % at 10 µM. 1.2% of 140,000 active. AID 827, 2007;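 active = viability at or below a set limit, 4 SD under the median of all tested compounds, cut at about 3.7% in these data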;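 note: PTEN knockout HCT116 line with beta catenin targeted HCT116 as companion control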
GALR2 antag – GALR2 antagonists in receptor-expressing cells, primary screen | inhibition, % at 4 µM | 0.39% of 140,000 active | Galanin receptor type 2 (Homo sapiens), O43603 | antagonist mode | AID 828, 2007; in the data active = inhibition above about 27%;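 note: cells stimulated with galanin 1-16 at roughly its EC80; 0% = agonist challenge control and 100% = basal control without agonist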
Target sequence (O43603 whole entry, looked up): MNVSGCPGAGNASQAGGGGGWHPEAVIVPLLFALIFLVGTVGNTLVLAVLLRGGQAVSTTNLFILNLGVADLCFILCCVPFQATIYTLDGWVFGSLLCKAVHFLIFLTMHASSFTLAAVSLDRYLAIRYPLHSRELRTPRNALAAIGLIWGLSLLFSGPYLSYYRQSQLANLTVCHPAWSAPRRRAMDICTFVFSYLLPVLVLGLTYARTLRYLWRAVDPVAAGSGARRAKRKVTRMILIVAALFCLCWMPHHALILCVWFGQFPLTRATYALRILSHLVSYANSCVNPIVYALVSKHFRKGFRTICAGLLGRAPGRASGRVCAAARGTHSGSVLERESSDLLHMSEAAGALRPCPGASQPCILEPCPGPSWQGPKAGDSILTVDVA
Phagocyt inh – inhibitors of macrophage phagocytosis, primary screen, imaging, J774A.1 cells, IgG beads | 0.07% of 110,000 active | inhibition, % at 5 µM | J774A.1 macrophage IgG-bead phagocytosis | AID 1029, 2008;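 active = inhibition above the mean of the plate negative controls plus 5 SD, cut at about 13% in these data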;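 note: phagocytic index as fraction of beads internalized from green versus red external bead signal; plate controls were DMSO negative control for no effect and cytochalasin-D positive control for full effect; some results beyond the cut were filed as inactive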
Measles CPE – compounds protecting cells from measles virus cytopathic effect, primary screen, measles RdRp inhibitor project, single point, MLSMR library, absorbance | Measles virus-infected cells, CPE protection | protection (pct of control), % at 4 µM | 1.5% of 140,000 active | AID 841, 2007; in the data active = protection mostly above about 24%, no sharp cut-off; inactive = mostly below about 26%; note: some compounds called inactive have numbers as strong as hits
MRP-1 activ – H69AR viability gain despite doxorubicin, primary screen, MRP-1 activator project, H69AR cells, CellTiter-Glo | viability increase, % at 10 µM | viability rescue | 0.61% of 140,000 active | AID 799, 2007;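 active = viability gain under doxorubicin at or above a set limit, the compound median plus 3 SD, cut at about 4.7% in these data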;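 note: MRP-1 overexpressing cells given doxorubicin 25 µM after compound pretreatment; 18-22 h compound pretreatment then 72 h with doxorubicin before readout; 0% = doxorubicin-only wells and 100% = vehicle-treated cells without doxorubicin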
NPY Y2 blocker – NPY-Y2 receptor antagonists, primary screen, cell-based; Neuropeptide Y receptor type 2 (Homo sapiens), P49146; NPY-Y2 expressing cells, antagonist mode; inhibition, % at 2.7 µM; 0.99% of 140,000 active; in the data active = inhibition above about 17%;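 note: 0% = vehicle with agonist challenge and 100% = reference antagonist with challenge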
Target sequence (P49146 whole entry, looked up): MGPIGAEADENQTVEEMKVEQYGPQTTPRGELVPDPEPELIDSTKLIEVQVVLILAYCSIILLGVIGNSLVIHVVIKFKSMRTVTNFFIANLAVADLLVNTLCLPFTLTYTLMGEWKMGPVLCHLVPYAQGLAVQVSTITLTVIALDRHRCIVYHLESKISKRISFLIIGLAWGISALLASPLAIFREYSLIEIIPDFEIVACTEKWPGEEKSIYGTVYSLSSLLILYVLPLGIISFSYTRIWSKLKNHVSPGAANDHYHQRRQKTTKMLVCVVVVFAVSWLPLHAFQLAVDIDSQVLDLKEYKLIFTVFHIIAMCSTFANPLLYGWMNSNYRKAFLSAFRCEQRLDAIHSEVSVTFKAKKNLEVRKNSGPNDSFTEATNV
An asterisk follows results filed as active; x = not tested or not shown. Rows are unselected. Share with any hit: about 6.2%.

SMILES | Yeast growth inh | E-sel TNF inh | Yeast lifespan up | bCat KO growth | HCT116 PTEN-null | GALR2 antag | Phagocyt inh | Measles CPE | MRP-1 activ | NPY Y2 blocker
Cc1ccc2c(c1)nnn2C1CCN(S(=O)(=O)c2ccc(C(=O)N(C)C)cc2)CC1 | -32 | 15 | -4 | 81 | 78 | 0 | x | 6 | -3.3 | -1
CCn1c(N2CCC(Cc3ccccc3)CC2)nc2c1c(=O)[nH]c(=O)n2C | -5 | x | -10 | 41 | 49 | -3 | -1 | 24 | -2.0 | 3
COCc1cc(=O)n2c(-c3ccc(C)cc3)n[nH]c2n1 | -18 | x | -12 | 96 | 94 | x | 0 | 24 | -1.5 | x
Cc1ccc(OC(=O)C(F)(F)F)c2c1NCCC2 | -8 | x | -14 | 99 | 90 | 4 | -1 | 2 | -1.3 | 2
CC1CCCCN1C(=O)Cn1cc(C=O)c2ccccc21 (stereo not given) | -11 | x | 0 | 84 | 100 | 3 | x | 27 | -1.3 | 3
COc1ccc(NC(=O)C2CCCN2C(=O)NCc2ccccc2)cc1OC (stereo not given) | -13 | 8 | x | 90 | 95 | -12 | x | 3 | -1.0 | 1
O=C(O)c1sccc1SCc1ccc(Cl)cc1Cl | -64 | -24 | 8 | 102 | 102 | 6 | x | 14 | -1.6 | 6
CCOc1ccccc1NC(=O)c1ccccc1NS(C)(=O)=O | -9 | 0 | -26 | 103 | 96 | -2 | -1 | 3 | -3.5 | 1
CC(=O)Nc1ccc(S(=O)(=O)CCC(=O)O)cc1 | 2 | 8 | x | 91 | 90 | -15 | x | 3 | -0.9 | 2
CCOc1ccc(Cl)cc1S(=O)(=O)n1cnc2ccccc21 | -31 | -2 | 3 | 46 | 43 | -5 | 1 | 14 | -3.7 | 7
Cc1n[nH]c(C)c1CCc1nc2c3ccccc3nc(SCC(=O)Nc3ccccc3F)n2n1 | -22 | x | -6 | 84 | 85 | -6 | -1 | 4 | -1.4 | 5
Cc1ccc(NC(=O)N2CCN(Cc3ccc4c(c3)OCO4)CC2)cc1 | -39 | 15 | -1 | 73 | 91 | -7 | 0 | 33 | -1.7 | 3
CC(C)C(=O)N1CCN(c2ccc([N+](=O)[O-])c(NC(C)c3ccccc3)c2)CC1 (stereo not given) | -23 | 7 | -4 | 80 | 64 | -3 | -9 | 16 | -4.9 | 9
CN(C)c1ccc(-c2nn3c(-c4ccccc4Cl)nnc3s2)cc1 | -58 | 4 | 0 | 14 | 17 | -11 | x | 0 | -0.9 | 11
O=C(O)C1CCCN1C(=O)Nc1ccc(F)cc1 (stereo not given) | -2 | -10 | -4 | 92 | 90 | -2 | -1 | 15 | -2.0 | 0
CN(CC(O)COCc1cccs1)C1CCCCC1 (stereo not given) | -7 | 15 | -3 | 91 | 91 | -5 | 0 | 5 | 0.2 | 1
NS(=O)(=O)c1ccc(NC(=S)Nc2ccc(F)c(F)c2)cc1 | -23 | -23 | 4 | 89 | 84 | 6 | -2 | 18 | -1.2 | 1
COc1cc(Cl)c(C)cc1NC(=O)CSCC#N | -21 | 2 | x | 99 | 97 | 5 | x | 19 | -4.4 | 7
Cc1nnc(SCC2CCCO2)n1-c1ccccc1 (stereo not given) | -56 | x | -1 | 112 | 108 | -1 | -1 | 7 | 0.6 | 3
CN(C)S(=O)(=O)c1cccc(N=c2scc(-c3ccc4c(c3)NC(=O)CO4)n2CC2CCCO2)c1 (stereo not given) | -25 | -5 | -14 | 17 | 23 | 5 | x | 13 | -5.7 | 2
Brc1cnc(N2CCCC2)nc1N1CCCCC1 | -9 | 2 | -4 | 94 | 99 | -2 | 1 | 8 | -1.2 | 2
Cn1c(CCN2CCOCC2)nc2cc(NC(=O)COc3ccccc3)ccc21 | -7 | -13 | -12 | 95 | 91 | 9 | -1 | 9 | x | 2
CCOC(=O)c1c(Nc2nc(C)c(C(=O)NC)s2)sc(C)c1C | -21 | 5 | -26 | 98 | 87 | -7 | -1 | 15 | -0.1 | -2
COC(=O)[C@H](CC(C)C)NC(=O)NC1CCCc2ccccc21 (stereo not given in full) | -23 | -26 | -3 | 91 | 85 | 2 | -1 | 5 | -3.0 | 4
N#Cc1c(N)c(C(=O)c2ccccc2)n2c1CCC2 | -1 | 2 | -18 | 102 | 98 | 14 | -1 | 30 | 0.0 | 0
O=C(CCc1ccc(S(=O)(=O)NCCc2ccccc2)cc1)NCc1ccco1 | -26 | -2 | x | 81 | 84 | -4 | x | 6 | -3.0 | 1
COc1ccc(-n2c(C)cc(C(=O)Cn3nc(C(=O)O)c4ccccc4c3=O)c2C)cc1 | -40 | x | 5 | 60 | 64 | -6 | -8 | 11 | -0.4 | 7
NNC(=O)c1cccc(COc2cccc(Br)c2)c1 | -8 | 5 | -20 | 92 | 96 | 4 | x | 1 | 0.5 | 0
COc1cccc(OC)c1C(=O)NC(C)C12CC3CC(CC(C3)C1)C2 (stereo not given) | -19 | 17 | -2 | 89 | 77 | 6 | 0 | 5 | -0.2 | 7
C=CCNCCOc1cccc(Br)c1 | 16 | x | 3 | 100 | 103 | 6 | 1 | 11 | -1.6 | 0

Compound profiles, from the list above.
O=C(CCc1ccc(S(=O)(=O)NCCc2ccccc2)cc1)NCc1ccco1 is entered as Yeast growth inh: -26; E-sel TNF inh: -2; Yeast lifespan up: x; bCat KO growth: 81; HCT116 PTEN-null: 84; GALR2 antag: -4; Phagocyt inh: x; Measles CPE: 6; MRP-1 activ: -3.0; NPY Y2 blocker: 1
COc1cccc(OC)c1C(=O)NC(C)C12CC3CC(CC(C3)C1)C2 (stereo not given) is entered as Yeast growth inh: -19; E-sel TNF inh: 17; Yeast lifespan up: -2; bCat KO growth: 89; HCT116 PTEN-null: 77; GALR2 antag: 6; Phagocyt inh: 0; Measles CPE: 5; MRP-1 activ: -0.2; NPY Y2 blocker: 7

More compounds follow:
SMILES | Yeast growth inh | E-sel TNF inh | Yeast lifespan up | bCat KO growth | HCT116 PTEN-null | GALR2 antag | Phagocyt inh | Measles CPE | MRP-1 activ | NPY Y2 blocker
CCOC(=O)c1cc(-c2ccc(Cl)cc2)nc2c1c(C)nn2CCC#N | -5 | x | -8 | 79 | 76 | -3 | x | 6 | 0.6 | 33*
CCc1nnc(NC(=O)c2ccc(S(=O)(=O)N3CCCCC3C)cc2)s1 (stereo not given) | -12 | 42 | -10 | 105 | 94 | -7 | 0 | 8 | 0.9 | 0
CCOc1ccc(NC(=O)CN2C(=O)C3CC=CCC3C2=O)cc1 (stereo not given) | -34 | -20 | -3 | 94 | 100 | 1 | 0 | 5 | -1.0 | -1
CCOC(=O)C1=CSC2=NS(=O)(=O)CCN12 | -27 | -16 | -21 | 91 | 93 | -5 | 1 | 3 | -1.6 | 1
CC1=C(C(=O)OCC(C)C)[C@]23C(=O)c4ccccc4[C@@]2(O1)OC(N)=C3C#N | -31 | 2 | x | 93 | 93 | 5 | x | 7 | -2.5 | 3
COc1ccc(OC)c(C2C(C(N)=O)=C(C)Nc3nc(-c4cccc(Cl)c4)nn32)c1 (stereo not given) | -30 | 21 | -19 | 65 | 60 | 2 | -1 | 14 | -0.8 | -2
COC(=O)CSc1nc2cc3c(cc2cc1C)OCCO3 | 9 | 14 | -10 | 98 | 107 | 5 | -2 | 5 | -2.1 | 5
Cc1cc2cc(C(c3nnnn3Cc3ccco3)N3CCc4ccccc43)c(=O)[nH]c2cc1C (stereo not given) | -95 | -23 | 30 | 83 | 81 | 7 | 0 | 12 | -2.0 | 1
CC1CCCN(C(=O)Cn2c(=O)oc3ccccc32)C1 (stereo not given) | -20 | -3 | -5 | 92 | 100 | -13 | 0 | 2 | -1.6 | 1
Cc1ccc2nc(NC(=O)c3ccco3)sc2c1 | 2 | -4 | -15 | 78 | 77 | 2 | 1 | 6 | -0.8 | -2
CO/C([O-])=N/c1c[n+](-c2ccc(Cl)cc2)no1 | -34 | 59* | -1 | 102 | 100 | 7 | 0 | 5 | 0.1 | -1
Oc1ccc(C(=S)N2CCCCC2)cc1Cl | 2 | 1 | -21 | 88 | 96 | -5 | -2 | 5 | -3.0 | 0
CCC(C)NC(=O)Cn1cc2c(n1)CCC(C)C2 (stereo not given) | -24 | 8 | -10 | 99 | 99 | 5 | x | 10 | 0.1 | 1
O=c1cc(CN2CCN(c3ccc(F)cc3)CC2)nc2sccn12 | -28 | -3 | -15 | 104 | 87 | 0 | x | 5 | -0.1 | -1
O=S(=O)(/C=C/c1ccccc1)NC1CCCCCCC1 | -46 | x | 27* | 92 | 87 | 8 | x | 5 | -0.1 | 5
COc1ccc(Nc2nc(C)cc(C)c2C(N)=O)c(OC)c1 | -14 | -30 | -5 | 87 | 97 | 4 | -1 | 3 | -0.8 | 1
Cc1nnsc1C(=O)N/N=C/c1ccc2ccccc2c1O | -33 | x | -7 | 9 | 16 | 5 | -9 | 13 | -1.2 | -4
Cc1ccc(-n2nnnc2-c2nc3ccccc3s2)cc1 | -46 | x | 0 | 93 | 99 | -2 | -6 | 7 | -1.1 | 7
CC(=O)Nc1ccc(OCC(O)CN2CCN(S(=O)(=O)c3ccc(NC(C)=O)cc3)CC2)cc1 (stereo not given) | -12 | 18 | 4 | 101 | 108 | -7 | 0 | 3 | -1.2 | 1
COc1ccccc1-c1ccc(Nc2cccc(C(F)(F)F)c2)nn1 | -27 | 7 | x | 88 | 113 | 21 | x | 8 | 0.5 | 1
CCOC(=O)N1CCN(S(=O)(=O)c2cc(OCC(N)=O)c(C)cc2Cl)CC1 | -35 | -7 | 7 | 86 | 80 | 8 | 1 | 4 | -2.9 | 4
N#Cc1nc(-c2cccs2)oc1NCCc1ccccc1 | -40 | 14 | -14 | 93 | 84 | -15 | 0 | 27 | 2.4 | 5
CCc1nc(SCC(=O)NCc2ccc(F)cc2)c2c(=O)n(C)c(=O)n(C)c2n1 | 2 | -18 | -7 | 86 | 78 | -2 | 0 | 0 | -1.2 | 3
CC1=CC2=NC(=O)CC(C)(C(=O)N(CC(=O)NC(C)(C)C)C3CCCC3)N2C=C1 (stereo not given) | 0 | x | -9 | 96 | 106 | -3 | -1 | 14 | -1.0 | 4
CC(=O)c1c(C)[nH]c(C(=O)CSc2nnc(-c3ccc(Cl)cc3)n2CC2CCCO2)c1C (stereo not given) | -40 | x | -7 | 66 | 71 | -2 | -1 | 9 | -3.0 | 0
C=CCNC(=S)Nc1cc(Cl)ccc1OC | -18 | x | -3 | 90 | 100 | 3 | -11 | 16 | -1.7 | 0
Cn1nnc2sc3c(c2c1=O)CCCC3 | -1 | -15 | -20 | 86 | 87 | -5 | x | 18 | -2.4 | 2
Cc1nc(NC(=O)CSc2nnnn2Cc2ccccc2)sc1C | -14 | 13 | 1 | 85 | 84 | -6 | 0 | 12 | -3.3 | 5

Bioassay records (PubChem)
